Screening data: PubChem BioAssay, several laboratories
DNA FID counter – counter-screen for HCV NS3 helicase inhibitors: DNA intercalator displacement; DNA fluorescent intercalator displacement, fluorescence; inhibition, % at 7.9 µM; hit rate 0.17% among 290,000; AID 1845; in the data active = inhibition above about 37%;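 note: 0% = vehicle and 100% = reference compound; higher means more ethidium bromide displaced from hairpin DNA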
NS3 helicase inh – HCV NS3 helicase inhibition. inhibition, % at 10.9 µM. NS3 helicase DNA unwinding, Cy5 molecular beacon fluorescence. AID 1800. hit rate 0.56% among 290,000;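 active = inhibition above the mean of all tested compounds plus 3 SD, set per campaign, cut at about 35% in these data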;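 note: 0% = DMSO wells and 100% = thioflavine S control wells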
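Assay system – hepatitis C virus NS3 helicase domain fragment enzyme · Buffer or medium – MOPS pH 6.5, MgCl2, DTT, Tween20, BSA · Reagent – Cy5/quencher beacon DNA duplex and ATP to start · Compound – single 10.9 µM dose · Timing – 1 h at 25 °C · Technique – Cy5 beacon fluorescence read at start and 1 h · Measure – % inhibition of unwinding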
GPR7 antag – antagonists of human GPR7 (neuropeptides B/W receptor 1); P48145; GPR7-expressing cells, fluorescence antagonist assay; inhibition, % at 4.4 µM; hit rate 1.1% among 290,000; AID 1861; in the data active = inhibition above about 16%, passing the limit was not always enough;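 note: cells stimulated with the agonist NPW; 0% = agonist with vehicle and 100% = vehicle without agonist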
Target sequence (P48145 whole entry, looked up): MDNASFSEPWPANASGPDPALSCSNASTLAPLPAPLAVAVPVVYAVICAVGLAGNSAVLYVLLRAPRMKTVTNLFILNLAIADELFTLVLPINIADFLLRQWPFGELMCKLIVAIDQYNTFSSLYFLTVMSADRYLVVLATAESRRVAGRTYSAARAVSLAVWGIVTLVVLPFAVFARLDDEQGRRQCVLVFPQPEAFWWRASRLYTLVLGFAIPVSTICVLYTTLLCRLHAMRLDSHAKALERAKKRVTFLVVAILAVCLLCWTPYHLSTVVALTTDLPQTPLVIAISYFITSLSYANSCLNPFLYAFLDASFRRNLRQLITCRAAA
IMP-1 inhibitor – blocks Pseudomonas aeruginosa IMP-1 metallo-beta-lactamase. purified IMP-1, nitrocefin hydrolysis, epi-absorbance fluorescence. inhibition, % at 5.6 µM. hit rate 0.45% among 290,000. AID 1556;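 active = inhibition above the mean plus 3 SD of all compounds in the same screening run, cut at about 4.5% in these data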;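 note: 0% = IMP-1 with DMSO and 100% = DMSO wells lacking enzyme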
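system = purified recombinant IMP-1 beta-lactamase | amount = 0.2 nM IMP-1, as dispensed | medium = HEPES buffer pH 7.1 with ZnSO4 and Brij 35 | times = 25 °C, 15 min preincubation, 25 min reaction | detection = plate fluorescence quenching by hydrolysis product, ex 480/em 530 nm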
V1R ag counter – activates human V1a receptor in oxytocin agonist counter-screen; P37288; CHO-V1R cells, Fluo-8 calcium fluorescence, agonist mode; 0% DMSO, 100% 3 nM vasopressin; activation, % at 3 µM; hit rate 0.25% among 320,000;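 active = activation above the mean activation of all tested compounds plus 3 SD, per screening run, cut at about 20% in these data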;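 note: signal is peak over basal fluorescence ratio across a 100 second FLIPR read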
VIM-2 inhibitor – inhibitors of Pseudomonas aeruginosa VIM-2 metallo-beta-lactamase; purified VIM-2, nitrocefin hydrolysis, epi-absorbance fluorescence; inhibition, % at 5.6 µM; hit rate 0.89% among 290,000; AID 1527;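 active = inhibition above the mean of all tested compounds plus 3 SD, cutoff set per screening run, cut at about 7.5% in these data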;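 note: red hydrolysis product quenches plate fluorescence so inhibitors raise well fluorescence; 0% = enzyme with DMSO and 100% = DMSO without enzyme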
GalR3 antag – blocks the human galanin receptor 3 | O60755 | HEK293 GalR3-CNG cAMP membrane potential fluorescence; galR3 body fused to GalR1 C-terminus | inhibition, % at 3 µM | hit rate 0.44% among 360,000 | AID 651719;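 active = inhibition above the screen-wide average plus 3 SD, cut at about 13% in these data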;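 note: forskolin and galanin both at EC90 stimulate the cells; cAMP rise reported by CNG channel membrane potential dye signal; 0% = forskolin plus galanin with DMSO and 100% = forskolin alone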
Target sequence (O60755 1-299 limits assumed): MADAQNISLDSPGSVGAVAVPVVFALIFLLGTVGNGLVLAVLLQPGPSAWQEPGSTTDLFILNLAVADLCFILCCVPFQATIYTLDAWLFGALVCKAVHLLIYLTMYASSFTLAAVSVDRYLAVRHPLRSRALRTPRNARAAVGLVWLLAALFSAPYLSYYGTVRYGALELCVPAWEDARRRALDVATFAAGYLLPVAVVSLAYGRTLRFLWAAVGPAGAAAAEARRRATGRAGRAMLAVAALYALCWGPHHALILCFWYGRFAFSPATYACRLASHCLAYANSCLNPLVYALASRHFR
PHOSPHO1 block – PHOSPHO1 (human) inhibition | Q8TCT1 | recombinant PHOSPHO1, absorbance phosphatase assay | inhibition, % at 13.3 µM | hit rate 1.1% among 290,000 | AID 1565; in the data active = inhibition above about 60%
Target sequence (Q8TCT1 whole entry, looked up): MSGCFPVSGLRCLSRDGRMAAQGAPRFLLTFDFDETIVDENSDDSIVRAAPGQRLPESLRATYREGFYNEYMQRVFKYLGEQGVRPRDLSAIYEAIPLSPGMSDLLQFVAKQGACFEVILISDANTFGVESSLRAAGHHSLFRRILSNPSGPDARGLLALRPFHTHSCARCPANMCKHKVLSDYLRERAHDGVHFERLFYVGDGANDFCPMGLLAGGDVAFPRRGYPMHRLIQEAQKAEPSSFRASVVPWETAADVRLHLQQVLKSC
OXTR ag – human OXTR agonism; AID 2435; hit rate 0.32% among 320,000; CHO-OTR cells, Fluo-8 calcium fluorescence; normalized: DMSO 0%, oxytocin 100%; P30559; activation, % at 3 µM;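 active = activation above the mean of all tested compounds plus 3 SD, cutoff set per screening run, cut at about 20% in these data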;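 note: peak over basal fluorescence ratio from a 100 s FLIPR kinetic read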
Active calls of the source: *; x = not tested or not shown; & = joins results of further samples.

SMILES	DNA FID counter	NS3 helicase inh	GPR7 antag	IMP-1 inhibitor	V1R ag counter	VIM-2 inhibitor	GalR3 antag	PHOSPHO1 block	OXTR ag
C=CCNC(=S)N1CCc2[nH]c3ccccc3c2C1	-3	1	0	-4.7	1.1	-3.2	-5	15	1.5
CC(C)CNC(=O)c1ccc(COc2ccc(Cl)cc2Cl)o1	-20	-12	12	-1.1	1.3	-1.7	0	30	-0.8
Cc1ccnc(NC(=O)/C=C/c2ccccc2[N+](=O)[O-])c1	-3	-8	-3	-2.2	0.2	-0.3	-3	38	-0.3
CCC(=O)NC(=S)Nc1cccc(NC(=O)c2ccccc2)c1	-9	10	12	0.3	0.6	-1.3	-5	-6	-1.7
Cc1ccnc(NS(=O)(=O)c2ccc(-n3cccn3)cc2)c1	-4	9	-13	-0.6	2.7	1.8	2	7	1.1
CC1CCCC(C)N1/N=C/c1ccc(C#N)cc1 (stereo not given)	-1	-3	-1	-0.4	-0.6	-3.2	-3	32	-2.2
Cc1nc(SCC(=O)Nc2ccc(Cl)cc2[N+](=O)[O-])nc(C)c1C	-8	-3	-10	-1.0	0.7	-2.7	-1	-11	-3.0
COCCn1c(SCC(=O)NCc2ccccc2)nnc1-c1ccco1	-8	3	-13	-6.3	-0.3	-2.2	-2	9	-1.0
CCN1CCN(Cc2ccc(NC(=O)c3cc(NC(=O)C4=NN(c5ccccc5)C(=O)C4)cc(OC)c3)cc2C(F)(F)F)CC1	x	x	x	x	0.2	x	-5&-2	-31	0.4
COc1ccc2c(c1)CCN(C(=O)CCl)C2C1C(=O)CCCC1=O (stereo not given)	-5	12	-4	-4.4	-0.1	-3.0	-5	-5	1.6
CC(=O)Nc1ccc(S(=O)(=O)NC(CC(=O)NCCCN2CCOCC2)C(C)C)cc1 (stereo not given)	3	-4	-2	-2.7	0.3	-3.4	2	-30	1.0
O=C1NC(c2ccccc2)(C(F)(F)F)SC2=NCCCN12 (stereo not given)	-8	-4	-17	-5.3	0.6	7.4	-5	24	0.1
CCOc1ncccc1C(=O)OCC(=O)NC1CC1	0	18	-3	0.6	0.3	-0.6	-5	-9	-0.2
CCc1ccc(-c2nc(CN3CCC(C(=O)N4CCN(c5ccccn5)CC4)CC3)c(C)o2)cc1	13	-69	-5	-2.3	14	-1.9	6	18	17
N/C(=N\OS(=O)(=O)c1ccc2ccccc2c1)c1ccncc1	8	-16	5	-4.7	2.0	-2.1	-1	7	3.7
O=C(Nc1ccc2c(c1)C(=O)NC2=O)c1cccc(Cl)c1	-1	-7	1	-0.7	0.1	-0.2	-3	-37	-0.1
CN(C)C/C=C/C(O)(c1ccccc1)c1ccccc1	-1	0	-10	-2.3	0.5	-2.5	-3	15	-0.5
Cc1csc(NC(=O)C(CC(C)C)NS(=O)(=O)c2ccc3c(c2)oc(=O)n3C)n1 (stereo not given)	-7	-1	0	0.8	0.4	-2.7	0	3	-0.4
CC(C)N1CC2(c3ccccc3)CN(C(C)C)CC(c3ccccc3)(C1)C2=O	-4	-7	-11	-1.5	0.1	-1.4	-2	30	-0.2
Cc1c(NC(=O)/C(C#N)=C/c2ccccc2)c(=O)n(-c2ccccc2)n1C	-2	6	-5	-3.2	1.1	-2.3	-5	41	1.8
CC(C)NCCOc1cccc(Br)c1	1	4	-7	-5.4	1.4	-0.2	-6	15	1.1
Nc1nc(Br)c2c(F)cccc2c1-c1ccc(Cl)cc1	-4	-4	-12	-2.1	-0.9	-3.9	-10	-63	-1.7
N#CC1=C(SCC(=O)Nc2ccccc2)NC(=O)CC1c1ccco1 (stereo not given)	-1	2	1	-3.4	4.5	-4.0	-5	x	1.9
Nc1nc2ccccc2n1/N=C/c1ccc2c(c1)OCO2	-2	-10	-16	0.0	1.9	-1.5	-4	37	0.1
CCOc1ccc(NC(=S)NC(C)C(c2ccccc2)N2CCN(C)CC2)cc1 (stereo not given)	14	-24	-11	-3.2	-0.7	-3.8	1	7	1.1

Reformatted with values under each structure: 14 of the compounds above.
Results follow in this order: DNA FID counter | NS3 helicase inh | GPR7 antag | IMP-1 inhibitor | V1R ag counter | VIM-2 inhibitor | GalR3 antag | PHOSPHO1 block | OXTR ag
> C=CCNC(=S)N1CCc2[nH]c3ccccc3c2C1
    -3 | 1 | 0 | -4.7 | 1.1 | -3.2 | -5 | 15 | 1.5
> CC(C)CNC(=O)c1ccc(COc2ccc(Cl)cc2Cl)o1
    -20 | -12 | 12 | -1.1 | 1.3 | -1.7 | 0 | 30 | -0.8
> Cc1ccnc(NC(=O)/C=C/c2ccccc2[N+](=O)[O-])c1
    -3 | -8 | -3 | -2.2 | 0.2 | -0.3 | -3 | 38 | -0.3
> CCC(=O)NC(=S)Nc1cccc(NC(=O)c2ccccc2)c1
    -9 | 10 | 12 | 0.3 | 0.6 | -1.3 | -5 | -6 | -1.7
> Cc1ccnc(NS(=O)(=O)c2ccc(-n3cccn3)cc2)c1
    -4 | 9 | -13 | -0.6 | 2.7 | 1.8 | 2 | 7 | 1.1
> CC1CCCC(C)N1/N=C/c1ccc(C#N)cc1 (stereo not given)
    -1 | -3 | -1 | -0.4 | -0.6 | -3.2 | -3 | 32 | -2.2
> Cc1nc(SCC(=O)Nc2ccc(Cl)cc2[N+](=O)[O-])nc(C)c1C
    -8 | -3 | -10 | -1.0 | 0.7 | -2.7 | -1 | -11 | -3.0
> COCCn1c(SCC(=O)NCc2ccccc2)nnc1-c1ccco1
    -8 | 3 | -13 | -6.3 | -0.3 | -2.2 | -2 | 9 | -1.0
> CCN1CCN(Cc2ccc(NC(=O)c3cc(NC(=O)C4=NN(c5ccccc5)C(=O)C4)cc(OC)c3)cc2C(F)(F)F)CC1
    x | x | x | x | 0.2 | x | -5&-2 | -31 | 0.4
> COc1ccc2c(c1)CCN(C(=O)CCl)C2C1C(=O)CCCC1=O (stereo not given)
    -5 | 12 | -4 | -4.4 | -0.1 | -3.0 | -5 | -5 | 1.6
> CC(=O)Nc1ccc(S(=O)(=O)NC(CC(=O)NCCCN2CCOCC2)C(C)C)cc1 (stereo not given)
    3 | -4 | -2 | -2.7 | 0.3 | -3.4 | 2 | -30 | 1.0
> O=C1NC(c2ccccc2)(C(F)(F)F)SC2=NCCCN12 (stereo not given)
    -8 | -4 | -17 | -5.3 | 0.6 | 7.4 | -5 | 24 | 0.1
> CCOc1ncccc1C(=O)OCC(=O)NC1CC1
    0 | 18 | -3 | 0.6 | 0.3 | -0.6 | -5 | -9 | -0.2
> CCc1ccc(-c2nc(CN3CCC(C(=O)N4CCN(c5ccccn5)CC4)CC3)c(C)o2)cc1
    13 | -69 | -5 | -2.3 | 14 | -1.9 | 6 | 18 | 17

The list continues:
SMILES	DNA FID counter	NS3 helicase inh	GPR7 antag	IMP-1 inhibitor	V1R ag counter	VIM-2 inhibitor	GalR3 antag	PHOSPHO1 block	OXTR ag
Cc1ccnc(NS(=O)(=O)c2ccc(NC(=O)c3cc(-c4ccc(Br)cc4)nc4ccccc34)cc2)n1	0	6	7	-2.8	2.3	-1.1	-4	12	1.7
O=[N+]([O-])c1ccc(OCCN2CCNCC2)cc1	10	1	8	-1.9	-0.5	0.0	-3	5	0.2
Cn1nnnc1NC(=O)c1ccccc1Cl	1	-3	-5	-4.2	-0.1	-0.6	-3	x	0.5
CC1(C)CC(n2c(=S)[nH]c3ccccc3c2=O)CCO1 (stereo not given)	1	-2	0	-2.7	-0.1	-2.8	-5	0	-1.6
CCCCN(CCCNC(=O)C1CCN(S(=O)(=O)CC)CC1)c1ccccc1	-14	-1	-5	-2.6	0.3	1.6	-1	-17	-1.6
O=C(C1CC2C=CC1C2)N1CCN(c2ccccc2)CC1 (stereo not given)	-17	12	7	-0.3	0.8	2.0	-8	-8	-0.4
Cc1ccc(-c2nnc(Nc3ccc(C(=O)N(C)C)cc3)c3ccccc23)cc1S(=O)(=O)NCC1CCCO1 (stereo not given)	-47	-11	-5	-0.4	-1.3	0.7	-2	-31	-1.0
CC(C)C(NC(=O)c1ccccc1)C(=O)NCC(c1ccccc1)N(C)C (stereo not given)	0	-6	0	-2.0	0.9	-2.2	-2	44	0.0
NS(=O)(=O)c1ccccc1	-1	-2	-22	-1.8	0.0	-2.0	4	19	0.1
CSc1nc(C)c2cc(C)oc2n1	-4	-2	-7	-1.2	2.0	-2.1	-5	-27	0.4
OCCC1CN(Cc2cccn2-c2cccnc2)CCN1C1CCCCC1 (stereo not given)	0	14	-14	-0.7	1.3	-0.8	-5	1	-0.1
CCOC(=O)CC(NC(=O)c1cccs1)c1ccc(OCC)cc1 (stereo not given)	-17	7	-12	-3.6	-0.2	-3.9	-4	30	-0.2
CCCCCCCCCC(=O)N/N=C(\C)c1cccnc1	-11	-9	-6	3.7	2.4	-2.7	14*	-35	1.8
COc1cc(-c2cccs2)cc(=O)c2c(C)oc(C)c12	-22	30	-9	3.5	1.9	-0.1	-2	30	-1.5
O=C(Cn1cnnn1)Nc1ccccc1Cc1ccccc1	2	2	10	-2.6	0.6	-2.5	-3	x	1.4
COC(=O)CSc1nc(-c2ccc(C)cc2)c2c(c1C#N)CCCC2	-7	-6	-1	-3.8	0.2	-2.4	-3	17	-2.1
CN(C)C(=S)Nc1ccc(S(=O)(=O)N2CCCCC2)cc1	-2	1	-6	-3.4	0.8	-3.2	-3	4	1.7
Cc1ccccc1C(=O)Nc1nnc(SCC(=O)NCc2ccco2)s1	-14	10	-10	-1.6	0.5	52*	-3	23	0.1
CCCC[C@@H]1CNC(=S)N1CC1CCCCC1	x	x	x	x	-0.8	x	-6	31	0.4
O=c1[nH]c(CN2CCN(c3ccccc3)CC2)nc2ccccc12	-9	0	-5	-2.2	0.9	-1.4	6	1	-0.5
CCCCC1=CC2=CC(=O)C(C)(OC(=O)CC)C(=O)C2=CN1CCCOC(C)C (stereo not given)	x	x	x	x	-0.2	x	-2	26	-0.6
CCc1cccc(NC(=O)COc2ccccc2)c1	-2	3	20	-1.7	0.4	-0.2	-5	3	-1.4
Cc1ccccc1C(=O)NC1CCN(CC(=O)Nc2ccc3c(c2)OCCO3)CC1	5	-15	-9	0.7	0.2	1.7	-7	30	-0.1
COc1cccc(C(=O)CSc2nnnn2C2CCCCC2)c1	-9	0	-8	-1.5	0.7	-0.9	0	19	-2.5
c1sc2[n+](c1C13CC4CC(CC(C4)C1)C3)CCS2	2	-3	1	0.5	0.2	-0.7	-3	-13	2.2
C/C(=N/OCC(=O)Nc1ccccc1)c1cccs1	-5	-2	0	-2.6	3.8	-5.1	1	7	2.8

VIM-2 inhibitor: entries above that show a hit.
molecule,NS3 helicase inh,GPR7 antag,IMP-1 inhibitor,VIM-2 inhibitor,GalR3 antag,PHOSPHO1 block
Cc1ccccc1C(=O)Nc1nnc(SCC(=O)NCc2ccco2)s1,10,-10,-1.6,52*,-3,23
